# From PubChem BioAssay
# PP5 primary: PP5 phosphatase inhibitors, primary screen, biochemical, fluorescence | Serine/threonine-protein phosphatase 5 (Homo sapiens), P53041 | inhibition, % at 6.7 µM | purified PP5c, OMFP substrate fluorescence | actives 0.18% (n = 320,000);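 active = inhibition above the campaign's mean inhibition across all tested compounds plus 3 SD, cut at about 9.5% in these data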;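 note: 0% = DMSO only and 100% = 100 µM cantharidin control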
# PREPL inh: PREPL enzyme inhibitors, primary screen, biochemical, fluorescence polarization; Prolyl endopeptidase-like (Homo sapiens), Q4J6C6; recombinant PREPL, fluorescence polarization activity-based probe; inhibition, % at 5.96 µM; actives 0.68% (n = 320,000); AID 2751, 2010; in the data active = inhibition above about 43%;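 note: 0% = enzyme with DMSO and 100% = wells lacking enzyme; many of its hits are not listed in these tables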
# Target sequence (Q4J6C6 whole entry, looked up): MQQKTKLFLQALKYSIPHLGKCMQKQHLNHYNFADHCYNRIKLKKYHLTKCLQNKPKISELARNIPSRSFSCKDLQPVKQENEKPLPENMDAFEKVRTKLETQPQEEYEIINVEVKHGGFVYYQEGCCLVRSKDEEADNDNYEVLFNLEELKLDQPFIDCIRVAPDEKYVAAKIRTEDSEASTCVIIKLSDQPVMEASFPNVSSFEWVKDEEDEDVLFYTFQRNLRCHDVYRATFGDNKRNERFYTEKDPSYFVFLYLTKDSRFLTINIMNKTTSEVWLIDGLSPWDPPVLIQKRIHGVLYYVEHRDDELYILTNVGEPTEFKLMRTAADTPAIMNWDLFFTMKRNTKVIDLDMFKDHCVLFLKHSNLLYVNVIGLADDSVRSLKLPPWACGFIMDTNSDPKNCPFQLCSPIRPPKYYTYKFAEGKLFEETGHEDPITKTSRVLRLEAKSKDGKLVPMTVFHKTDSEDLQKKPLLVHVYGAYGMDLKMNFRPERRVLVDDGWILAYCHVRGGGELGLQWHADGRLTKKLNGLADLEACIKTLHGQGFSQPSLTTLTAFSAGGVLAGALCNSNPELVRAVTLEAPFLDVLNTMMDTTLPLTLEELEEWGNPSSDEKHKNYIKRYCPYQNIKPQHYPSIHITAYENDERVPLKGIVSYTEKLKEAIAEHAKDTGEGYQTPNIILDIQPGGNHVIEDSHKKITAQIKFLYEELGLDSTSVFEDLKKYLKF
# GASC-1 inh: inhibitors of GASC-1 histone demethylase, primary screen, biochemical, fluorescence, DELFIA europium. inhibition, % at 2.35 µM. actives 0.069% (n = 330,000). AID 2099, 2009. Lysine-specific demethylase 4C (Homo sapiens), Q9H3R0. GST-JMJD2C(1-420) H3K9me3 demethylation;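 active = more than half of a compound's replicate wells show inhibition beyond 50%, single wells judged on their own value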;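 note: signal counts dimethyl H3K9 product captured on neutravidin plate; 0% = median of DMSO wells and 100% = 0.3 times that DMSO median; strong numbers were not always called active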
# TPT1 inhibitor: Candida albicans TPT1 enzyme inhibitors, primary screen, biochemical, fluorescence polarization; inhibition, % at 5 µM; AID 1962, 2009; tRNA 2'-phosphotransferase TPT1 (Candida albicans SC5314); actives 0.81% (n = 300,000); recombinant caTPT1, FP RNA substrate dephosphorylation;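 active = inhibition above the mean of all tested compounds plus 3 SD, set per screening campaign, cut at about 24% in these data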;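 note: plate controls were DMSO alone for no effect and ferristatin control at 100 nM for full effect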
# Fh CTSL1 inh: Fasciola hepatica cathepsin L1 inhibitors, primary screen, counter-screen for PFM18AAP inhibitor project, biochemical, QFRET, fluorogenic peptide substrate. AID 1906, 2009. inhibition, % at 5.96 µM. recombinant F. hepatica cathepsin L1, Z-Leu-Arg-MCA fluorescence. actives 0.49% (n = 300,000);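 active = inhibition above the mean of all tested compounds plus 3 SD, set per screening campaign, cut at about 17% in these data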;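 note: 0% = plate median of test compound wells and 100% = 1 µM Z-Phe-Ala-diazomethylketone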
# HCV core dimer: inhibitors of HCV core protein dimerization, primary screen, biochemical, TR-FRET, high-throughput; inhibition, % at 5 µM; TR-FRET GST/Flag-core106 dimerization, 1536-well; actives 0.33% (n = 300,000);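 active = inhibition above the mean of all tested compounds plus 3 SD, set per screening campaign, cut at about 45% in these data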
#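 assay system = GST-tagged and Flag-tagged HCV core protein residues 1-106 | controls = unlabelled core106 and no-GST-core106 wells | incubation = compound-protein-antibody incubation 4 h at 22.5 °C | probe or stimulus = Eu donor and XL665 acceptor anti-tag antibodies | read-out = % inhibition based on acceptor/donor emission ratio | signal = TR-FRET 671 and 617 nm emission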
# Efflux pump inh: inhibitors of Candida efflux pumps in yeast, primary screen, S. cerevisiae, Nile Red, multiplex; actives 0.44% (n = 330,000); S. cerevisiae Candida pump triplex; inhibition, % at 10 µM; AID 485275, 2010;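 active = plate passing quality check with inhibition over a set limit, or well fluorescence over plate mean plus 4 SD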;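 note: Nile Red retained in pooled yeast measured as flow cytometry median fluorescence; 0% = buffer negative control and 100% = Enniatin B positive control; higher means more Nile Red kept so more efflux inhibition; some compounds called inactive have numbers as strong as hits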
# PP1 inh: PP1-alpha phosphatase inhibitors, primary screen, counter-screen for PP5 inhibitor project, biochemical, fluorescence, OMFP substrate, single point | purified PP1alpha | inhibition, % at 6.7 µM | Serine/threonine-protein phosphatase PP1-alpha catalytic subunit (Homo sapiens), P62136 | AID 2235, 2010 | actives 0.9% (n = 320,000);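 active = inhibition above the mean inhibition of all tested compounds plus 3 SD, computed separately for each screening campaign, cut at about 15% in these data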
# Target sequence (P62136 whole entry, looked up): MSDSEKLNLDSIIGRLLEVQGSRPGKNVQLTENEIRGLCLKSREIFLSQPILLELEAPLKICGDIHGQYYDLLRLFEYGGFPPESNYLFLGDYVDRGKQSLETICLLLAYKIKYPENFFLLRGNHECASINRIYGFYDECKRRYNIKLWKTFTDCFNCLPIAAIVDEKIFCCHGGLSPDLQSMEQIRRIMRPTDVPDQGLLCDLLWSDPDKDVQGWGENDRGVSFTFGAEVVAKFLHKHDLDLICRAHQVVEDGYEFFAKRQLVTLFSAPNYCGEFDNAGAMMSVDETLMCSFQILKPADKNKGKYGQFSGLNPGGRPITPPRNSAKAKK
# LYPLA2 inh: LYPLA2 inhibitors, primary screen, counter-screen for PME1 inhibitor project, biochemical, fluorescence polarization, FP-Rh probe ABPP | Acyl-protein thioesterase 2 (Homo sapiens), O95372 | recombinant LYPLA2 | inhibition, % at 5.9 µM | actives 0.38% (n = 320,000);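 active = inhibition above the screen-wide mean plus 3 SD, limit set per campaign, cut at about 26% in these data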;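 note: 0% = LYPLA2 with DMSO and 100% = wells lacking LYPLA2 enzyme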
# The depositor's hits bear a star; · = no result given; & = joins results of further samples.
# Second line of a record: HCV core dimer	TPT1 inhibitor	Fh CTSL1 inh	PREPL inh	LYPLA2 inh	PP5 primary	Efflux pump inh	GASC-1 inh	PP1 inh
COc1ccc(Cl)cc1C(=O)CSc1nnnn1C1CCCCC1
 : 7	13	11	-3	0	-1.5	0.1	2	4
Cc1ccc(C(=O)N2CCN(C3c4cccc5cccc(c45)C3NS(=O)(=O)c3ccccc3)CC2)cc1 (stereo not given)
 : 28	-2	-1	5	-3	1.1	-0.1	3	5
CCc1cccc2c(C(=O)CCl)c[nH]c12
 : -9	-1	35*	6	3	-1.0	-0.2	-3	0
CCN(CC)CCNC(=O)c1cn(CC)c2cc(N3CCN(C)CC3)c(F)cc2c1=O
 : -6	-2	-2	1	3	0.2	0.0	1	-2
O=C(C1=C(O)C(=O)N(Cc2ccccc2)C1c1cccnc1)c1ccco1 (stereo not given)
 : 6	-2	4	9	-4	-0.3	-0.2	-40	1
O=C(NC1CCOCC1)C1CCC(=O)N(Cc2cccc(C(F)(F)F)c2)C1 (stereo not given)
 : 4	-2	1	2	3	-1.3	-0.1	-1	-2
Cc1ccc(S(=O)(=O)N(C)C)cc1NC(=O)c1cccs1
 : -2	0	0	12	0	-1.4	0.1	12	-5
COC(=O)[C@H]1CCCN1C(=O)Nc1cccc(Oc2c(F)c(F)c(F)c(F)c2F)c1
 : 1	-1	3	-3	2	1.6	0.2	·	-2
O=C1C=C(c2ccc(Br)c3ccccc23)C[C@@H](c2ccc3c(c2)OCO3)C1
 : ·	·	·	-21	-1	-0.9	0.0	-6	1
COc1ccc(OC)c(S(=O)(=O)N(C(C)=O)c2ccc3oc(=O)sc3c2)c1
 : -3	-5	-2	0	-2	-1.4	0.0	30	-4
CC(=O)Nc1ccc(S(=O)(=O)N2CCN(c3ccccn3)CC2)cc1
 : -2	-1	-3	-1	-1	1.4	-0.2	0	-4
O=C(Nc1ccncc1)c1ccc(Cl)c(S(=O)(=O)N2CCCC2)c1
 : 0	-2	2	11	-1	2.5	-0.1	-16	-2
C=C(Br)Cn1cnc2ccccc21
 : -4	0	2	10	1	-0.2	-0.1	15	-1
CC(=O)c1cccc(NC(=O)CN2C(=S)NC(C)(C)CC2C)c1 (stereo not given)
 : 8	1	-1	3	-4	2.0	0.1	2	2
Cc1occc1-c1nnc(SCC(=O)c2cc3ccccc3oc2=O)o1
 : 20	-3	6	5	6	-2.0	-0.2	32	1
COc1cccc(CNC(=O)CSc2nc3c(oc4ccccc43)c(=O)n2CC2CCCO2)c1 (stereo not given)
 : -1	0	-6	7	5	0.8	-0.1	-2	1
Cc1ccc(S(=O)(=O)N(C)CC(=O)NCc2ccncc2)cc1
 : -2	0	-1	-8	-3	1.4	0.0	5	-1
COc1cc(CC(NC(C)=O)C(=O)NC2CCN(C(=O)c3cc(OC)c(OC)c(OC)c3)CC2)cc(OC)c1 (stereo not given)
 : -4	-4	-1	3	6	1.6	-0.1	-21	-5
Cc1cc(SCC(=O)N2CCN(C(=O)c3ccco3)CC2)c(C)cc1Br
 : ·	·	·	11	8	4.1	0.0	·	2
Cc1ccc(OC(C)C(=O)Nc2ccc(S(=O)(=O)N3CCOCC3)cc2)cc1 (stereo not given)
 : 9	-3	4	0	4	0.2	0.0	7	1
COc1ccc(OC)c(C2=NOC(C(=O)Nc3cc(C)nn3-c3ccccc3)C2)c1 (stereo not given)
 : -7	-2	0	0	7	2.8	0.0	3	1
COc1cccc(-c2nc(CS(=O)(=O)CC(=O)NCCC(C)C)c(C)o2)c1
 : 3	0	-2	-6	-3	2.4	0.0	-5	1
Cc1ccc(S(=O)(=O)N/N=C2/CC(=O)CC(C)(C)C2)cc1[N+](=O)[O-]
 : 1	0	3	17	0	2.6	-0.1	-4	-2
CCN(CC)S(=O)(=O)c1ccc(-c2nnc(SCc3nnc(-c4ccccc4)o3)o2)cc1
 : 1	-1	2	5	5	0.9	-0.1	3	2
COc1ccc(C(=O)N=c2sccn2C)cc1
 : -3	2	2	-1	7	-1.5	0.2	0	-2
CCn1c(C)nc2cc(C(=O)NNC(=O)Nc3cccc(Cl)c3)ccc21
 : 0	-5	0	-7	-1	-0.1	-0.2	-3	-1
CCC1=C(OC(=O)N(CC)CC)N2C(=O)OC(=NCC3CC3)[C@]2(Cc2ccccc2)[C@H]2C1=CC[C@H]1C(=O)N(CC)C(=O)[C@H]12
 : 5	-3	-2	-1	-7	0.8	0.2	0	-2
OCCN=c1cc(-c2ccccc2)oc2ccc(Cl)cc12
 : -6	-6	-1	-25	-2	0.4	-0.1	5	-2
CCC1CCCCN1C(=O)CCn1c(=O)oc2ccccc21 (stereo not given)
 : 1	-1	-3	-4	2	1.2	-0.1	-1	3
O=C(CN1CCN(S(=O)(=O)c2ccc(Br)cc2)CC1)Nc1ccc2c(c1)OCO2
 : 4	-1	1	-30	1	3.6	0.1	-1	-3
CCCCOC(=O)c1ccc(NS(=O)(=O)c2cc(-c3nnnn3CC)ccc2OC)cc1
 : 5	-1	4	-5	-2	2.1	0.1	6&-1	4
O=C(/C=C/c1c(Cl)cccc1Cl)NCCc1ccccc1
 : -1	1	-1	9	5	0.4	0.0	2	-2
Cc1cc(C)nc(-n2nc(C)cc2NC(=O)CN2CCCC(C)C2)n1 (stereo not given)
 : 2	-1	10	9	2	2.0	0.1	1	0
COC(=O)CC1C(=O)NC2CCCCC2N1C(=O)CCl (stereo not given)
 : 2	-2	12	-15	-6	0.1	0.0	18	-5
O=C(O)C1=C[C@H](c2ccc(F)cc2)C[C@H](OCc2ccc(CO)cc2)O1
 : -10	-2	1	5	2	0.4	-0.1	-9	2
CCC(C(=O)NCCCN1CCOCC1)n1c2ccccc2c2nc(=O)cc(C)n21 (stereo not given)
 : -3	-1	3	2	-1	3.1	0.0	5	-3
NC(=S)Nc1cccc(F)c1
 : -2	1	4	9	1	-2.5	0.2	-2	-11
CC(C)Cn1c(N)c(C(=O)CSc2ccccc2)c(=O)n(C)c1=O
 : -6	3	0	-11	0	2.2	1.2	-10	1
CN1CCN(Cc2c(O)ccc3c(-c4ccccc4)cc(=O)oc23)CC1
 : -1	-2	3	12	8	1.3	0.1	9	4
Cc1oc(-c2cc3c(cc2Cl)OCO3)nc1CN1CCCC1c1ccc(F)cc1 (stereo not given)
 : -6	3	2	-10	5	1.7	-0.1	8	6
FC(F)(F)c1cc(Nc2ccccc2)nc(-c2ccccn2)n1
 : -10	-1	4	15	-2	-0.8	-0.2	-1	14
Clc1ccc(-n2nnc(-c3cccnc3Cl)n2)cc1Cl
 : 0	0	-2	-1	-3	3.6	-0.1	-1	0
CN(CC(=O)N1CCN(c2ccccn2)CC1)S(=O)(=O)c1cccc2nsnc12
 : -4	1	-2	9	1	1.6	0.8	3	0
CCOc1ccccc1CN1CCN(CC2CC2)CC1CCO (stereo not given)
 : -2	-5	-1	-5	1	-0.9	-0.1	-1	-4
COc1cccc(Nc2ncnc3sccc23)c1
 : -8	2	-6	0	-4	-2.8	0.1	-6	4
Nc1nonc1C(=O)N/N=C/c1ccc(-c2cccc(C(=O)O)c2)o1
 : -6	0	1	6	12	-1.1	-0.1	4	1
CCC(C)N1C(=O)/C(=C/c2c(NCCCOC(C)C)nc3c(C)cccn3c2=O)SC1=S (stereo not given)
 : 5	151*	3	-22	-21	-3.8	0.8*	·	-2
COc1cc(/C=C2\SC(=S)NC2=O)ccc1OS(=O)(=O)c1ccccc1
 : 21	8	-2	-8	-3	3.1	0.0	6	19*
Cc1ccc(C(=O)c2c3ccc(C(F)(F)F)cc3nn2CCC(N)=O)cc1
 : 5	-5	4	5	4	5.1	-0.1	-2	9
O=C(C[n+]1cccc2ccccc21)c1ccc(Br)cc1
 : 6	11	-2	3	-2	0.1	0.0	11	-1
Cc1oc2c(C)c3oc(=O)c(CCC(=O)NCCCn4ccnc4)c(C)c3cc2c1C
 : -4	-1	1	14	-2	2.9	0.2	·	-3
CC(=O)N1c2ccc(S(=O)(=O)NCC3CCC(C(=O)NC4CCCCC4)CC3)cc2CC1C (stereo not given)
 : 4	-1	0	2	6	0.9	0.1	7	-5
CCCn1c(=O)c2ccccc2n2c(SCC(=O)NCc3cccs3)nnc12
 : -3	0	-3	20	4	0.8	-0.1	-7	1
O=C(O)C1CCC(NSc2ccccc2[N+](=O)[O-])CC1 (stereo not given)
 : 1	1	0	14	4	-3.0	-0.1	-17	0
COc1ccc(C(=O)Nc2cccc(-c3nc4ncccc4o3)c2C)cc1
 : -2	-3	3	-6	-1	2.1	0.0	-34	0
CC(=O)Nc1ccc(Nc2c([N+](=O)[O-])c(=O)n(-c3ccccc3)c3ccccc23)cc1
 : -4	0	1	-1	-1	-1.4	0.2	1	0
Cc1no[n+]([O-])c1COc1ccccc1/C=N/n1nnnc1N
 : 5	-2	1	-2	-1	1.3	0.4	6	0
Cc1ccc(OCCOC(=O)c2c(-c3ccccc3)noc2C)cc1
 : 4	2	8	3	9	2.1	0.1	0	0
CCOc1ccccc1CN1CCN(Cc2cc(=O)c3ccccc3[nH]2)CC1CCO (stereo not given)
 : 4	-3	-1	-3	-6	-2.5	0.0	6	-2
CCOc1ccc(NC(=O)CSc2nc3ccsc3c(=O)n2CCC(=O)O)cc1
 : 4	-1	0	-3	0	1.6	0.0	37	-4

# Carrying on:
# Second line of a record: HCV core dimer	TPT1 inhibitor	Fh CTSL1 inh	PREPL inh	LYPLA2 inh	PP5 primary	Efflux pump inh	GASC-1 inh	PP1 inh
CCCCC(=O)Nc1ccc(C(=O)N2CCN(C)CC2)cc1
 : -4	-1	1	-3	-1	-0.4	0.0	-3	1
CCN1CCN(C(=O)C2CCN(S(=O)(=O)c3cc(Cl)ccc3Cl)CC2)CC1
 : 10	2	3	12	0	0.0	-0.3	-21	0
COc1ccc(/C=C(/NC(C)=O)C(=O)O)cc1
 : -1	5	4	0	-5	-9.0	0.0	8	-2
COC(=O)c1c(C(=O)OC)c2cc(C)ccn2c1Cl
 : -12	-3	-4	6	2	-0.9	-0.1	3	6
Cc1ccc(S(=O)(=O)N2CC3(C)CN(S(=O)(=O)c4ccc(C)cc4)CC(C)(C2)C3)cc1
 : 0	-2	-2	0	0	0.8	0.1	4	-2
O=C(Nc1ccc(Oc2cccnc2)cc1)c1ccccc1F
 : -4	-2	-1	-6	8	1.5	0.1	-5	-5
O=C(Cc1ccc(Cl)cc1)Nc1ccc(Cl)cn1
 : -2	-1	-2	-1	8	1.1	0.1	-12	0
O=[N+]([O-])c1ccc(N2CCN(C(=S)Nc3cccc(F)c3)CC2)cc1
 : 5	1	0	-73	8	2.4	0.0	7	1

# These rows are one share of the data (hit frequency here may not be typical).
